TRHR agonist = TRH receptor (human) agonism; P34981; TRHR cells, calcium flux fluo-8, FDSS agonist mode; activation, % at 2 µM; 0.18% of 360,000 active; AID 493084; in the data active means activation above about 30%; further: 0% is about no effect
Target sequence (P34981 whole entry, looked up): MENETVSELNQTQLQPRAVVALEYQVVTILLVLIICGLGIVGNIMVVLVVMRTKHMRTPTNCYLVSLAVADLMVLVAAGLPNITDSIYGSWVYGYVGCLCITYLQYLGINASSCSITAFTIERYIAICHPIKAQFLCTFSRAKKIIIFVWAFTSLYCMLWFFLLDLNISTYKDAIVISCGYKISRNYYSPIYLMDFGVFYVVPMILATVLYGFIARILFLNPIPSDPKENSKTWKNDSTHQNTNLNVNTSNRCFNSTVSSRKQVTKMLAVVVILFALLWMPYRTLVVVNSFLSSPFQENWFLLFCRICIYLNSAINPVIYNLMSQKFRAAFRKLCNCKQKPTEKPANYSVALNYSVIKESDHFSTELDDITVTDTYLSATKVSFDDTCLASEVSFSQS
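Agonist-mode FDSS calcium read (Ex 480/Em 530, 1 s cycles) in 1536-well TRHR cells with fluo-8 dye, after 10-cycle baseline and 23 nL compound addition; TRH at EC20 (10 nM final) added afterwards for the enhancer phase.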
TRHR enhancer = allosteric enhancers of human TRH receptor. P34981. TRHR cells, fluo-8 calcium fluorescence, EC20 TRH enhancement. enhancement, % at 2 µM. 0.66% of 360,000 active. AID 493056; in the data active means enhancement above about 30%; further: 0% is about no effect
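TRHR-expressing cells loaded with fluo-8 calcium dye were read kinetically (ex 480/em 530) during compound addition, then stimulated with an EC20 of TRH (10 nM final). Enhancement of the Gq-mediated intracellular calcium response was scored.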
rTrxR1 inhibitor = inhibitors of rat thioredoxin reductase 1 | O89049 | recombinant rTrxR1, NADPH fluorescence consumption, selenite substrate | Potency, µM (highest dose often 114 µM), for inactives: top-dose activity change, negative = inhibition, most hits filed as inhibitors | 1% of 390,000 active; further: potency means the concentration at half of the fitted maximal effect; on the % scale 0 is the no-effect control and ±100 the full control effect; nearly all actives have a fitted effect of over 65% in size
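Rat TrxR1 (90 nM in the dispensed reagent) was pre-reduced with 400 uM NADPH for 5 min at room temperature, then incubated with compound for 15 min. After 400 uM selenite was added, NADPH fluorescence (Ex 340/Em 450 nm) was followed for 8 min.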
TrxR1 substrate = is turned over as a substrate by rat TrxR1. O89049. purified TrxR1 substrate turnover, NADPH consumption readout. Potency, µM (top dose mostly 114 µM), for the others: top-dose activity change, negative = substrate turnover. 0.01% of 390,000 active. AID 588456; further: potency means the concentration at half of the fitted maximal effect; on the % scale 0 is the no-effect control and ±100 the full control effect; nearly all actives have a fitted effect of over 50% in size
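Rat TrxR1, dispensed at 90 nM, was prereduced with 400 uM NADPH (final) for 5 min at ~22 deg C, then incubated with compound 15 min before 400 uM selenite. A first-read NADPH fluorescence drop versus no-compound background flagged substrates.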
D2 antagonist = antagonizes the human D2 dopamine receptor; HEK293 TREx D2 cells, calcium flux, dopamine EC80; inhibition, % at 10 µM; 2% of 340,000 active; P14416; in the data active means inhibition above about 30%; further: 0% is about no effect
Target sequence (P14416 whole entry, looked up): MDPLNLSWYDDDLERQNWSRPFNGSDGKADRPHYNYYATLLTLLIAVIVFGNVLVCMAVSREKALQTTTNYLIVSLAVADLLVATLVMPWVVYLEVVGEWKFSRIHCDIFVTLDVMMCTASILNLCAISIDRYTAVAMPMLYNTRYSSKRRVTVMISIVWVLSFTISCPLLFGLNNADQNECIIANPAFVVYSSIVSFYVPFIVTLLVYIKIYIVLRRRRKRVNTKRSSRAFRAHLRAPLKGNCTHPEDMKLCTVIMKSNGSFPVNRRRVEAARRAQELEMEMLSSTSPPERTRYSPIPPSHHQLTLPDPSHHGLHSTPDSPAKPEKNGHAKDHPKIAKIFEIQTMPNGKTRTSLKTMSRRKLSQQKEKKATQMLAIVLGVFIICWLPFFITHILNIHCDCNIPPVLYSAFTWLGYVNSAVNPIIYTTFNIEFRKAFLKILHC
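Cells plated overnight at 30 C with tetracycline; no-wash calcium dye, 30–90 min RT; 10 s baseline; compound pinned; 180 s read; EC80 dopamine added; another 180 s read.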
PI4K2A block = PI4K2A (human) kinase inhibition; 0.13% of 420,000 active; purified PI4K2A, ADP-Glo luminescence, 1 h; stronger effect = lower value; Q9BTU6; AID 1346378; activity change, negative = inhibition, % at 76.9 µM; in the data active means activity change below about -50%; inconclusive means mostly about -30% to -49%;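 further: -100% = wells without enzyme as full effect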
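Compounds are screened against recombinant PI4K2A using PI as substrate and ATP, the latter dispensed at 300 microM. Reactions run one hour at ambient temperature before ADP-Glo detection; full inhibition defined by wells lacking enzyme.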
USP1 inh = USP1/UAF1 (human) deubiquitinase inhibition; O94782; recombinant USP1/UAF1, Ub-Rhodamine cleavage fluorescence; Potency, µM (top dose mostly 57.1 µM), for inactives: at the highest dose activity change, negative = inhibition, hits mostly inhibitors; 0.23% of 390,000 active; AID 743255; further: potency means the concentration at half of the fitted maximal effect; on the % scale 0 is the no-effect control and ±100 the full control effect; nearly all actives have a fitted effect of over 60% in size; inactives centre near -12
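In this screen, compounds sit with the deubiquitinase complex (1nM) for 15 min at room temperature before Ub-Rho is added at 150nM final. Fluorescence rise is then followed for 6 reads every 60 seconds.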
D2 ag = activates the human D2 dopamine receptor | 0.53% of 340,000 active | activation, % at 2 µM | HEK293 T-REx D2 cells, calcium flux agonist mode;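 active means activation over 3 SD above normal in the single-dose calcium agonist read, cut at about 30% in these data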; further: 0% is about no effect
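Tetracycline-induced HEK293 T-REx cells with force-coupled D2 receptor, plated overnight at 30 C, loaded with no-wash calcium dye. After a 10 s baseline, compound was pin-added and calcium flux read kinetically for 180 s; calcium rises flagged agonists.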
IDH1 R132H inh = human IDH1 R132H inhibition; O75874; IDH1-R132H enzyme, NADPH consumption, diaphorase/resazurin fluorescence; 0.093% of 390,000 active; Potency, µM (highest dose often 76.6 µM), for inactives: at the highest dose activity change, negative = inhibition, most hits filed as inhibitors; further: potency means the concentration at half of the fitted maximal effect; on the % scale 0 is the no-effect control and ±100 the full control effect; nearly all actives have a fitted effect of over 65% in size
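IDH1-R132H (0.5 ug/mL dispensed) in pH 7.5 Tris buffer was preincubated 30 min with compound, then given a substrate mix of 0.016 mM NADPH and 2 mM alpha-KG for 80 min at room temperature; remaining NADPH was read by diaphorase/resazurin fluorescence.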
Starred values were filed as active, the others as inactive; ? = inconclusive; . = not tested or not shown; [ ] = remark or other dose. Unless noted, the call rests on the fitted dose curve; in most records, active means well fitted inhibition curve with a large enough effect; inconclusive means small, poorly fitted or top-dose-only effect; inactive means no such curve, though single readings can be large or run the other way.

SMILES	TRHR agonist	TRHR enhancer	rTrxR1 inhibitor	TrxR1 substrate	D2 antagonist	PI4K2A block	USP1 inh	D2 ag	IDH1 R132H inh
CC(=O)NC(=S)c1c(N)n(Cc2ccccc2)c(=O)n(C)c1=O	0.2	-0.3	.	.	13.1	.	.	-0.9	.
O=C(O)c1ccccc1C(=O)Nn1cnnc1	0.7	-0.1	5.4%	-5.2%	-1.8	0.8	-8.7%	0.0	0.0%
CC(=O)Nc1ccc(OS(=O)(=O)c2ccc([N+](=O)[O-])cc2)cc1	-1.3	-2.8	9.5%	-2.6%	-12.1	-0.3	-14.4%	-0.2	2.6%
O=C(Nc1nccs1)c1ccc(F)c(S(=O)(=O)N2CCOCC2)c1	0.3	0.3	-1.7%	-6.2%	-11.5	1.2	-24.3%	-0.3	5.1%
COc1ccc(CNC(=O)CN2C(=O)C3CCCN3c3ncc(Cl)cc32)cc1 (centres undefined)	0.4	-10.3	-11.1%	14.3%	-0.5	-2.0	-22.4%	-0.6	5.7%
Cc1cc2sc(C(=O)O)c(C)c2s1	0.1	-4.6	14.1%[57.1 µM]	5.2%	-3.2	0.6	-8.4%	-0.7	11.7%
COc1ccc2c(CNC3CCCCCC3)c(C(=O)O)n(Cc3cccc(F)c3)c2c1	-0.3	-6.1	7.1%	-0.5%	.	-3.1	?	0.4	5.3%
COC(=O)Cc1ccc(NC(=S)Nc2ccccn2)cc1	-0.6	-18.8	?	-8.6%	5.0	1.3	-15.6%	-0.2	6.0%
Nc1ncccc1C(=O)OCC(=O)NC1CCCCCC1	1.3	-4.1	-23.6%	59.9%[activator]	-17.7	1.3	-24.4%	3.4	-10.0%
CC1CCCCN1CCNC(=O)Cn1nc(-c2ccccc2)ccc1=O (centres undefined)	-0.5	22.9	-9.1%	-2.9%[57.1 µM]	-11.5	1.7	-7.0%	0.1	-4.6%
O=C(Cn1cnc2c(NCc3ccccc3)ncnc21)N1CCN(c2ccccn2)CC1	.	.	28.1%	19.0%	.	-0.3	-23.0%	.	-0.8%
NC1=C([N+](=O)[O-])C(c2ccccc2)C2=C(CCCC2=O)O1 (centres undefined)	0.1	-1.4	0.3%	-6.9%	6.6	-1.2	-14.9%	-2.4	-4.0%
Cc1nc([N+](=O)[O-])nn1C12CC3CC(CC(Br)(C3)C1)C2	0.3	7.6	-12.3%	2.4%	-5.6	5.9	-5.7%	0.5	1.7%
O=C(NC(=O)c1cnccc1C(F)(F)F)Nc1ccccc1	0.4	-1.7	20.0%[57.1 µM]	12.5%	12.4	2.3	-9.6%	0.1	-1.2%
COc1ccc(Cl)cc1NC(=O)CCc1ccccc1	0.1	2.8	3.2%	-2.9%	-16.5	-10.9	-12.0%	0.9	25.1%
O=C(CC(=O)N/N=C\c1c(Cl)cccc1Cl)NCc1ccccc1	-0.6	1.9	7.9%[57.1 µM]	0.5%[57.1 µM]	-7.0	7.1	0.6%	0.3	2.2%
O=Cc1ccc2oc3nc4n(c(=O)c3c(=O)c2c1)CCCS4	0.3	-0.6	4.1%	10.4%[57.1 µM]	4.6	-61.7*	?	-1.0	6.0%
O=[N+]([O-])c1ccc(Oc2cccnc2)c([N+](=O)[O-])c1	.	.	?	-2.5%	.	11.5	-17.7%	.	4.0%
O=C(Nc1cccc(F)c1)N1CCCCCC1	0.5	-1.8	18.1%	4.6%	1.9	-1.6	-20.7%	0.5	-8.3%
O=C(OCC1CCC=CO1)C1CCC=CO1 (centres undefined)	.	.	14.0%	7.1%[57.1 µM]	.	1.2	-2.1%	.	0.0%

Some entries already given, showing only IDH1 R132H inh, TrxR1 substrate and TRHR agonist.
Molecule	IDH1 R132H inh	TrxR1 substrate	TRHR agonist
Nc1ncccc1C(=O)OCC(=O)NC1CCCCCC1	-10.0%	59.9%[activator]	1.3
CC1CCCCN1CCNC(=O)Cn1nc(-c2ccccc2)ccc1=O (centres undefined)	-4.6%	-2.9%[57.1 µM]	-0.5
O=C(Cn1cnc2c(NCc3ccccc3)ncnc21)N1CCN(c2ccccn2)CC1	-0.8%	19.0%	.

Returning to the listing, repeating the 4 entries before the break.
SMILES	TRHR agonist	TRHR enhancer	rTrxR1 inhibitor	TrxR1 substrate	D2 antagonist	PI4K2A block	USP1 inh	D2 ag	IDH1 R132H inh
O=Cc1ccc2oc3nc4n(c(=O)c3c(=O)c2c1)CCCS4	0.3	-0.6	4.1%	10.4%[57.1 µM]	4.6	-61.7*	?	-1.0	6.0%
O=[N+]([O-])c1ccc(Oc2cccnc2)c([N+](=O)[O-])c1	.	.	?	-2.5%	.	11.5	-17.7%	.	4.0%
O=C(Nc1cccc(F)c1)N1CCCCCC1	0.5	-1.8	18.1%	4.6%	1.9	-1.6	-20.7%	0.5	-8.3%
O=C(OCC1CCC=CO1)C1CCC=CO1 (centres undefined)	.	.	14.0%	7.1%[57.1 µM]	.	1.2	-2.1%	.	0.0%
COc1ccc(C2NC(=O)N(C)C3=C2C(=O)N(c2ccccc2)C3)cc1 (centres undefined)	1.2	-4.1	5.7%	-4.0%	.	0.0	-12.2%	1.0	-3.7%
COc1ccc(Br)cc1CN(C)C(=O)c1ccncc1	0.0	7.5	30.6%	5.9%	8.1	2.2	-23.4%	1.0	22.4%
COc1cc(C(=O)NCCNC(=O)C2CCCNC2=O)cc(OC)c1OC (centres undefined)	0.3	1.2	24.1%[11.4 µM]	-16.9%[11.4 µM]	-5.1	-7.2	-3.9%	0.4	10.4%
CN(C)c1ccc(NC(=O)CCn2c(=S)oc3ccccc32)cc1	-0.3	-1.6	11.1%	-0.2%	17.4	0.7	-14.7%	2.9	-13.0%
CCOC(=O)c1c(NC(=O)CCC(=O)NCc2ccco2)sc2c1CCCC2	-0.3	7.7	-32.6%[57.1 µM]	-5.2%[57.1 µM]	9.1	-5.1	-7.1%	0.7	3.5%
COc1cccc(N2C(=O)C3NN=C(C(=O)CN4C(=O)c5ccccc5C4=O)C3C2=O)c1 (centres undefined)	-0.8	0.9	15.4%[57.1 µM]	9.8%	-2.4	-21.6	-7.8%	-0.8	-0.2%
COC(=O)CCCC1=CC2=CC(=O)C(C)(OC(=O)c3cccs3)C(=O)C2=CN1c1ccccc1 (centres undefined)	.	.	-7.8%[57.1 µM]	-6.1%	.	-3.4	?	.	17.4%
COc1ccccc1C1CCN(C(=O)c2cccs2)CC1	-1.6	1.4	17.8%[2.29 µM]	1.6%[11.4 µM]	7.5	5.0	-19.2%	-0.9	13.4%
CNC(=O)CN1C(=O)NC(c2ccccc2)(c2ccccc2)C1=O	0.0	-1.7	0.5%	-2.5%	2.7	-1.3	6.9%	-0.4	-7.2%
COc1ccc(/C(C)=N/NS(=O)(=O)c2ccccc2)c(OC)c1	0.5	13.3	6.5%[57.1 µM]	-2.2%[57.1 µM]	12.3	-1.9	-14.4%	0.8	10.6%
COc1cccc(NC(=O)N2CCC(NC(=O)c3ccco3)CC2)c1	0.6	5.6	-1.7%[57.1 µM]	1.1%[57.1 µM]	7.7	-6.2	-4.8%	0.6	-6.5%
O=C1CS/C(=C/C(=O)c2cccc(Cl)c2)N1	0.4	5.9	17.7%	-7.2%	-0.6	0.0	4.6%	4.5	-4.8%
COc1ccc(-c2csc(NC(=S)NC(=O)c3ccco3)n2)cc1	2.0	-0.6	9.2%	2.9%	-13.7	-2.8	-21.3%	0.6	13.0%
COC(=O)/C(N=Nc1cccc(C(F)(F)F)c1)=C(\C)O	-2.1	-3.1	-13.6%	-18.6%	2.7	3.2	-12.1%	-1.1	2.1%
CC(C)(CNC(=O)Cc1ccc(Cl)cc1Cl)N1CCCCC1	-0.4	-2.4	10.8%	-0.3%	6.9	-0.4	-7.4%	-0.6	11.5%
CCOC(=O)c1sc(NC(=O)Nc2ccc(F)cc2)nc1C	0.8	-7.0	-5.7%[57.1 µM]	1.1%[57.1 µM]	.	0.7	0.2%	.	2.6%
COc1ccc(CN(C(=O)Cn2nnc3ccccc32)C(C(=O)NC(C)(C)C)c2ccco2)cc1 (centres undefined)	0.0	-5.6	15.8%	1.6%	8.8	-0.7	-14.9%	0.1	-4.6%
Cc1ccc(C)c(NC(=O)CN(C)C(=O)c2ccccc2OCc2ccc(Cl)cc2)c1	-0.2	-15.5	-0.3%[57.1 µM]	-2.6%[57.1 µM]	8.0	2.0	-20.7%	0.4	14.4%
CC1CCN(c2oc(-c3ccco3)nc2S(=O)(=O)c2ccccc2)CC1	-0.6	3.4	-3.5%[57.1 µM]	-7.0%[57.1 µM]	-13.6	-2.4	-17.9%	0.5	-1.5%
Cc1ccc(N2CC(C(=O)Nc3ccc4c(c3)OCCO4)CC2=O)cc1C (centres undefined)	-0.2	27.0	-0.7%[57.1 µM]	0.5%[57.1 µM]	-24.5	-4.1	-15.8%	-0.7	0.0%
CCOc1ccccc1N1CC(C(=O)NNC(=O)c2cc(OC)c(OC)c(OC)c2)CC1=O (centres undefined)	0.4	-0.3	3.5%	-1.5%	-16.9	-11.3	-0.3%	0.5	4.2%
CCc1ccc(NC(=O)C2CCC(CNS(=O)(=O)c3ccc4c(c3)C(C)(C)C(=O)N4C)CC2)cc1 (centres undefined)	0.6	-0.8	14.2%	6.9%	.	-0.5	-8.6%	0.2	15.0%
CC(=O)c1cn(CCOc2ccc(F)cc2)c2ccccc12	1.0	-2.6	7.8%	-8.0%	5.3	-0.5	-2.0%	0.5	3.6%
COc1ccc(C(=O)Nc2ccc(C(F)(F)F)n(C)c2=O)cc1	-1.2	2.8	24.1%	14.5%	9.3	2.8	-20.6%	0.1	5.7%
CCO[C@@H]1OC(C(N)=O)=C[C@H](C(C)(C)C)[C@H]1CCCO	.	.	?	7.2%	.	-2.4	-18.4%	.	16.2%
C/C(Cc1ccccc1)=N\NC(=O)CNC(=O)c1ccc(Br)cc1	-0.1	-1.8	14.4%	5.8%	-5.6	-1.3	-10.8%	0.4	2.7%

Compound activity as filed in PubChem.
